Screening data: PubChem BioAssay, Broad Institute
SIRT5 inh – inhibitors of human sirtuin-5 desuccinylase. Q9NXA8. Purified SirT5, succinyl-peptide AMC, trypsin-coupled fluorescence. inhibition, % at 15 µM. hit rate 1.1% among 330,000; in the data active = inhibition above about 15%; inconclusive = no clear call, values can overlap the other calls
Target sequence (Q9NXA8 whole entry, looked up): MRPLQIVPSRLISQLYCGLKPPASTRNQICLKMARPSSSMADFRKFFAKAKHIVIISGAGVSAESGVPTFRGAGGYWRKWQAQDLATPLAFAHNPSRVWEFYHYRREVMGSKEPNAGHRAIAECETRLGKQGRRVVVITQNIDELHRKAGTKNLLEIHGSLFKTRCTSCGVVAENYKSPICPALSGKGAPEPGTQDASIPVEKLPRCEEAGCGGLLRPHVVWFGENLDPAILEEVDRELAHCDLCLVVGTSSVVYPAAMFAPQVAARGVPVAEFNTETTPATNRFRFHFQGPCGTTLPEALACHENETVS
C2C12 statin – suppression of simvastatin myotoxicity; C2C12 myotubes + simvastatin, ATP luminescence, 48 h; scaled: DMSO 0, geranylgeraniol control 100; AID 602340; hit rate 0.78% among 330,000; rescue of ATP level, % at 7.49 µM;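 active = mean ATP rescue above about 67%, or every replicate alone reaching that limit, limit read from the data, passing the limit was not always enough; inconclusive = no clear call, values can overlap the other calls; inactive = mean under the limit and some replicate under it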;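 note: myotubes were challenged with 10 µM simvastatin during compound exposure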
ERp5 block – ERp5 (human) disulfide isomerase inhibition. Q15084. ERp5 insulin aggregation, absorbance 650 nm, 90 min. inhibition, % at 9.99 µM. hit rate 0.05% among 350,000;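 active = mean replicate inhibition above about 25%, with every replicate also reaching it, limit read from the data, passing the limit was not always enough; inconclusive = only one of those two criteria met; inactive = neither criterion met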
Target sequence (Q15084 whole entry, looked up): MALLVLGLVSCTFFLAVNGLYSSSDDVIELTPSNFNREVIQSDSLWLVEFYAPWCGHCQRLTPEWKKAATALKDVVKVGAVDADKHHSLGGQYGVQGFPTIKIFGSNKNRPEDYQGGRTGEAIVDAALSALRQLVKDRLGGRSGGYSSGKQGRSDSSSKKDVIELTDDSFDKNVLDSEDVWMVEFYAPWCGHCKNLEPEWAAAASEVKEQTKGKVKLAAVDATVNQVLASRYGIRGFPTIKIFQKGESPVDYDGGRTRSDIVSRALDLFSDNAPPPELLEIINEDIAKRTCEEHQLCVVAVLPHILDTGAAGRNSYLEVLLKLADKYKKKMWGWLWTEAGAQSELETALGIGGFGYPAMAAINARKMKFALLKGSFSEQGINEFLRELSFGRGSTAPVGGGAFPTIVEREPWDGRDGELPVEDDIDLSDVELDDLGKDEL
DENV2 CPE – inhibitors of DENV2 cytopathic effect; DENV2-infected cells, cytopathic effect rescue, plate reader; CPE inhibition, % at 9.99 µM; hit rate 1.7% among 350,000; AID 651640; in the data active = CPE inhibition above about 20%, passing the limit was not always enough; inconclusive = no clear call, values can overlap the other calls; tested in BHK-21 cells;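 note: 0% = median of neutral control wells and 100% = median of positive control wells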
S100A4 inh HTS – inhibitors of human S100A4 binding to myosin IIA peptide; P26447; hit rate 0.14% among 360,000; inhibition, % at 10.7 µM; S100A4/TAMRA-MyoIIA peptide fluorescence polarization;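 active = mean inhibition of at least 70% across replicates, with every replicate also reaching that level; inconclusive = mean inhibition reaches 70% but some replicates fall short; inactive = mean inhibition below 70%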
Target sequence (P26447 whole entry, looked up): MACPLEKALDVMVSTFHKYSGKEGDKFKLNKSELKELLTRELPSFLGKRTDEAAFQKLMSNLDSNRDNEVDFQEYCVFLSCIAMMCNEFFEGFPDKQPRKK
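Material: human S100A4 monomer with TAMRA-labelled myosin IIA peptide; buffer or medium: HEPES pH 7.2 with CaCl2, KCl, NaCl, DTT, Triton; compound dosing: one concentration per compound; schedule: 5 min incubation before reading; benchmarks: neutral control DMSO, positive control TFP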
PglD DTNB – blocks C. jejuni PglD acetyltransferase activity | purified PglD enzyme, DTNB colorimetric CoA detection | AID 602405 | inhibition, % at 12.5 µM | hit rate 0.098% among 360,000; in the data active = inhibition above about 16%, passing the limit was not always enough; inconclusive = no clear call, values can overlap the other calls; note: strong numbers were not always called active
E-sel inducer – induces E-selectin expression in human endothelial cells | P16581 | HUVEC E-selectin immunofluorescence imaging; normalized: neutral wells 0, TNF-alpha wells 100 | activation, % at 7.58 µM | hit rate 0.37% among 260,000 | AID 686992;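 active = mean E-selectin-positive cell signal at least 10% of the positive control, reached in at least 60% of replicates, without over 20% cell loss; inconclusive = no rule given, readout overlaps actives, possibly toxicity-flagged; inactive = the rest, including those meeting only one limit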;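 note: in these data hits start at about 27%; measured in HUVEC primary endothelial cells; signal is the percent of cells scored E-selectin positive by PE staining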
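material = human umbilical vein endothelial cells (HUVEC), E-selectin induction | quantity = 3,000 cells/well | medium = EGM-2 growth medium on 0.1% gelatin-coated wells | technique = immunofluorescence imaging | read-out basis = % PE-positive cells | control set = TNF-alpha positive control, DMSO neutral control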
Starred values were filed as active, the others as inactive; ? = inconclusive; nt = no result given; & = joins results of further samples. An excerpt (hit frequency here may not be typical).

Each structure is followed by: SIRT5 inh, C2C12 statin, ERp5 block, DENV2 CPE, S100A4 inh HTS, PglD DTNB, E-sel inducer
Cc1ccccc1C(=O)NNC(=O)c1cccc([N+](=O)[O-])c1
    -2, nt, 10, 4, 0, nt, nt
CN1C(=O)c2oc3ccccc3c(=O)c2C1c1cccnc1 (centres undefined)
    1, -4, -2, 0, -3, 13, 0.8
CCO[C@@H]1OC(C(=O)O)=C[C@H](c2ccc(C(F)(F)F)cc2)[C@H]1CCCO
    -1&5, 7, 2&-1, -16&-4, -2&1, 2, -0.1
C=CCN1C(=O)C(Cc2cccc(Cl)c2)SC1=Nc1ccc(C(=O)O)cc1 (centres undefined)
    -2, nt, 4, -3, -2, nt, nt
COc1ccc(CN2C[C@@H](C)[C@@H](OC)CN(C)C(=O)c3cc(NC(C)=O)ccc3OC[C@@H]2C)cc1
    -11, -15, 0, 1, -14, 1, 0.1
COc1ccc(CNCCNC(=O)c2cccs2)cc1OC
    -2, nt, -4, 5, -4, nt, -0.6
COc1ccc(S(=O)(=O)N2CC[C@@H]3[C@H](CO)Nc4ccc(Br)cc4[C@@H]32)cc1
    nt, 6, nt, nt, nt, 1, 1.0
COc1ccc([N+](=O)[O-])cc1NS(=O)(=O)c1ccc(C)cc1
    -2, -6, -1, -6, -8, 1, 1.0
COCCn1c(SCC(=O)Nc2ccc(OC)c(S(N)(=O)=O)c2)nc2ccccc21
    -2, 1, -10, 7, -2, -2, nt
O=C(C[C@@H]1C[C@H]2c3cc(NC(=O)Cc4ccncc4)ccc3O[C@H]2[C@@H](CO)O1)NCc1ccc2c(c1)OCO2
    -1, -12, 6, -4, 31, 1, 0.5
C[C@@H]1CCCCO[C@@H](CN(C)C(=O)c2ccncc2)[C@H](C)CN([C@H](C)CO)C(=O)c2cc(NC(=O)CCC(F)(F)F)ccc2O1
    nt, nt, nt, 0, nt, -2, 0.1
O=C(c1ccco1)N1CCN(S(=O)(=O)c2c(Cl)cccc2Cl)CC1
    2, 1, 3, -1, 2, 4, nt
COc1ccc(NC(=O)COC(=O)c2cc(Cl)ccc2O)cc1S(=O)(=O)N1CCCCC1
    -5, 14, 1, 3, -2, -3, nt
CCC(=O)N1CCCC1(C)C(=O)Nc1cccc(Oc2ccccc2)c1 (centres undefined)
    -3, -1, 6, -2, 2, 1, 1.3
CN1CCN(C(=O)c2ccccc2NC(=O)c2ccccc2)CC1
    -2, 4, -1, -1, -6, -1, 0.0
COc1ccc(NC(=O)c2cc(-c3cc(Cl)ccc3C)n[nH]2)cn1
    nt, -30, -3, 3, -8, -4, 0.5
O=[N+]([O-])/C=C/c1cn(Cc2ccc(Cl)cc2)c2ccccc12
    -4, nt, -2, -21, -2, nt, nt
CO[C@@H]1CN(C)C(=O)c2ccc(NS(C)(=O)=O)cc2OC[C@H](C)N(CC2CCCCC2)C[C@H]1C
    3, 2, 6, -4, -1, 7, -0.1
CCc1ccc(C(=O)Nc2nc(C)cs2)s1
    1, 2, 4, nt, -1, 1, 1.4
COc1ccc(C(=O)n2cnnc2N)cc1
    1, nt, 4, nt, 16, -2, nt
COc1ccc2c3c(n(C)c2c1)[C@@H](CO)N(Cc1nccs1)CC31CN(C(=O)CC2CC2)C1
    2, nt, 1, 2, 1, nt, 0.2
COc1ccc(-c2nn(-c3ccccc3)cc2CN(C)CCn2ccnc2C)c(F)c1
    6, nt, 2, 0, 0, 5, 3.4
C/C(=N\Nc1ccc([N+](=O)[O-])cc1)c1ccc(-n2nncc2C(C)(C)C)cc1
    -6, nt, -5, 3, -1, nt, nt
COc1ccc(N(CC(=O)N2CCN(Cc3ccccc3)CC2)S(C)(=O)=O)cc1OC
    -4, 10, -12, 0, -1, -12, 0.1
O=C(CSc1nc(=O)n(CCCN2CCOCC2)c2c1CCC2)Nc1ccc([N+](=O)[O-])cc1
    2, 4, 1, -15, -1, 1, 1.0
CO[C@H]1CN(C)C(=O)c2cc(NC(=O)Nc3ccccc3)ccc2OC[C@H](C)N(CC2CC2)C[C@H]1C
    -9, 16, 4, -1, -17, -4, 0.0
CCn1nc(C)c(C2C(C#N)=C(N)Oc3n[nH]c(C)c32)c1C (centres undefined)
    1, nt, 3, -15, 3, nt, nt
O=S1(=O)N[C@@H](Cc2ccccc2)COc2cccc(NCCCN3CCOCC3)c21
    1, nt, -1, ?, -3, nt, 1.6
CCOC(=O)[C@@H]1CSCCS(=O)(=O)N1
    -3, 7, -1, -2, 6, -1, -0.6
O=C(NN=Cc1ccccc1O)c1cccc([N+](=O)[O-])c1
    -7, 2, 0, 14, -3, 6, 0.3
CCOc1ccccc1-n1c(SCC(=O)N(C(C)C)C(C)C)nnc1-c1cccnc1
    -4, -12, 7, nt, -9, -5, nt
CCn1ncc(N2CCOCC2)c(Cl)c1=O
    -1, 2, 4, -4, -2, 8, 0.0
CCc1ccc(NC(=O)C(C)Sc2nnc(CN3CCCC3)o2)cc1 (centres undefined)
    -2, -2, -6, -2, -2, nt, nt
CCOc1ccc(Br)cc1S(=O)(=O)Nc1ccc(C(=O)OCC(=O)Nc2ccc(C#N)cc2)cc1
    nt, -3, -4, -6, 1, nt, 2.5
CCNC(=O)[C@@H]1[C@@H](CO)[C@@H]2Cn3c(ccc(/C=C/c4ccccc4)c3=O)[C@@H]2N1C(C)=O
    -106, 13, -3, 62*, 6, 5, -1.5
CCCn1c(=O)c(C(=O)NNS(=O)(=O)c2ccc(NC(=O)OC)cc2)c(O)c2ccccc21
    -2, 7, 1, -4, -7, 8, 0.1
COCC#Cc1ccc2c(c1)O[C@@H](CN(C)Cc1cncnc1)[C@H](C)CN([C@H](C)CO)S2(=O)=O
    2, nt, -2, ?, -13, -2, 0.1
COc1ccc(S(=O)(=O)Nc2ccncc2)c(C)c1C
    0, 2, 1, 7, -10, 2, nt
CC12CN3CC(C)(CN(C1)C3c1ccc(Cl)cc1)C2 (centres undefined)
    0, nt, -3, -3, -14, nt, nt
O=C(COC(=O)/C=C/c1ccccc1Cl)NC1CC1
    nt, -2, -11, 6, -6, -4, 0.1
COC(=O)CCCC1=CC2=CC(=O)C(C)(OC(=O)c3cccs3)C(=O)C2=CN1CC1CC1 (centres undefined)
    nt, -15, 0, 3, 4, 4, nt
Cc1nn(-c2ccccc2)c(C)c1NC(=O)COC(=O)Cc1cccc(C(F)(F)F)c1
    1, 0, 3, 2, 2, 2, 0.3
Cc1cccc2nc(-c3cccc(NC(=O)c4ccc(Cl)cc4)c3)cn12
    4, -20, -2, -4, 13, 0, 0.8
O=S(=O)(c1ccc(Br)cc1)N1CCN=C1SCc1cccc(F)c1
    1, 37, 0, -1, 0, 1, -0.6
O=C(O)Cn1nnnc1-c1ccc(F)cc1
    -1, 11, -3, -2, -7, nt, nt
CCc1c(C)nc(SCC(=O)NNC(=O)Cc2ccc(OC)cc2)[nH]c1=O
    -2, 7, -10, 2, -4, 1, 2.6
Cc1cc2nc(-c3cccc(Cl)c3)c(Cc3ccsc3)n2c(C)c1Br
    nt, nt, -1, 1, -2, nt, 0.0
C[C@@H]1CN([C@H](C)CO)C(=O)Cc2cc(NC(=O)CCC(F)(F)F)ccc2O[C@H]1CN(C)C(=O)NC1CCCCC1
    13, 7, -10, 4, 6, 1, 0.1
O=C(CN1C(=O)NC(c2ccccc2)(c2ccccc2)C1=O)NCCNCCO
    -2, 10, 3, -8, -5, -1, nt
CC=Cc1ccc2n(c1=O)C[C@@H]1[C@@H](CO)[C@H](C(=O)N(C)C)N(Cc3cccc(F)c3)[C@H]21 (mixture of isomers)
    7, -6, 0, -13, 16, -1, -0.2

Later entries.
Each structure is followed by: SIRT5 inh, C2C12 statin, ERp5 block, DENV2 CPE, S100A4 inh HTS, PglD DTNB, E-sel inducer
O=c1[nH]c(Cc2ccccc2Cl)nc2ccccc12
    1, nt, -1, 7, -2, nt, nt
COc1ccc(C#Cc2cnc3c(c2)C(=O)N([C@@H](C)CO)C[C@@H](C)[C@@H](CN(C)CC2CCCC2)O3)cc1
    2, 3, -4, 14, -11, 3, 1.7
C[C@@H]1CN([C@H](C)CO)C(=O)c2cc(NC(=O)CCC(F)(F)F)ccc2O[C@H]1CN(C)Cc1ccc(C(=O)Nc2ccccc2N)cc1
    nt, nt, -6, 20*, -19, nt, -3.0
Cc1ccc(S(=O)(=O)N(C)C[C@@H]2OCCCC[C@@H](C)Oc3ccc(N(C)C)cc3C(=O)N([C@H](C)CO)C[C@H]2C)cc1
    0, -41, -4, -16, -2, 6, 0.1
Cc1nc2c(-c3ccc(F)cc3)c(C)[nH]n2c(=O)c1Cl
    12, 1, 0, 0, -16, -1, nt
O=C(C[C@H]1CC[C@@H]2[C@H](COC[C@@H](O)CN2C(=O)Nc2ccccc2)O1)NC1Cc2ccccc2C1
    0, -22, -3, -19, -2, 0, 0.1
COC(=O)C(Cc1ccccc1)NC(=O)CC(C)CC(=O)Nc1ccc(OC)cc1OC (centres undefined)
    -2, -4, 1, -5, 0, -3, 0.2
CC(C)NC(=O)N(C)C[C@H]1Oc2c(NC(=O)c3cnccn3)cccc2C(=O)N([C@H](C)CO)C[C@H]1C
    -2, -8, 11, -8, 16, 13, 24
CCc1nc(SCC(=O)c2c[nH]c3ccccc23)n[nH]1
    0, nt, -11, -7, -1, nt, -3.9
O=C(C(=O)N1CCC(CNS(=O)(=O)Cc2ccccc2)CC1)c1cc2ccccc2o1
    nt, nt, -10, 15, 1, nt, 0.2
CCOc1ccc(C)cc1S(=O)(=O)n1nc(C)cc1C
    -1, nt, -2, -3, 0, nt, nt
COCC(=O)Nc1ccc2c(c1)C(=O)N(C)C[C@H](OC)[C@@H](C)CN(Cc1cc(F)ccc1F)[C@H](C)CO2
    1, -4, -2, 0, -6, 2, -0.2
O=[N+]([O-])c1ccc(C(O)C23CN4CN(CN(C4)C2)C3)cc1 (centres undefined)
    -3, nt, -5, 3, 2, nt, 0.1
Clc1ccc(-c2nc3ccc(Cl)cn3c2Cc2ccccc2)cc1
    -6, -8, 7, 4, -11, -5, 0.0
COCc1cn(CC[C@@H]2CC[C@H](NC(=O)CCN3CCCCC3)[C@H](CO)O2)nn1
    -5, -1, -9, 1, 7, 0, -0.2
O=C(COc1ccccc1)Nc1nnc(-c2ccc3c(c2)CCCC3)o1
    0, -4, 3, -9, -1, 0, 2.2
C[C@@H]1CCCCO[C@H](CN(C)C(=O)NC2CCCCC2)[C@H](C)CN([C@@H](C)CO)C(=O)c2cc(N(C)C)ccc2O1
    1, -7, 2, 13, -9, 3, 0.6
CCCC#Cc1ccc2c(c1)O[C@@H](CN(C)C(=O)CC1CC1)[C@@H](C)CN([C@H](C)CO)S2(=O)=O
    0, 34, 6, -3, 2, 0, 0.0
CN(C)S(=O)(=O)N1CCCC(C(=O)c2ccc(-c3ccccc3)c(F)c2)C1 (centres undefined)
    -4, nt, 6, 2, 0, nt, 1.3
O=C(NC(c1ccc(-c2ccccc2)cc1)c1cnccn1)C1CCN(CCCOc2ccccc2)CC1 (centres undefined)
    nt, -73, 9, 9, 2, -4, 0.0
CC[C@]12c3[nH]c4ccc(Cl)cc4c3CCN1C(=O)[C@@H](CC(=O)NCCCn1ccnc1)C[C@@H]2C(=O)N1CCN(C(=O)C2CC2)CC1
    -8, 2, 3, -17, -2, 4, -0.2
CCc1ccc(N2CC(C(=O)OCC(=O)Nc3ccc([N+](=O)[O-])cc3)CC2=O)cc1 (centres undefined)
    1, -2, -2, 17, -7, 5, -1.7
O=C(NCc1cccnc1)c1ccc(NC(=O)c2cccc([N+](=O)[O-])c2)cc1
    nt, -8, 2, -2, -2, 6, 3.9
